# Screens from PubChem BioAssay.
# WRN helicase inh: qHTS for Inhibitors of WRN Helicase | WRN helicase unwinding, fluorescent forked duplex, kinetic | AID 651768, 2012 | Bifunctional 3'-5' exonuclease/ATP-dependent helicase WRN (Homo sapiens), Q14191 | hit rate 0.46% among 360,000 | Potency, µM (top dose mostly 114 µM), for inactives: at the highest dose activity change, negative = inhibition, actives largely listed as inhibitors; further: potency means the concentration at half of the fitted maximal effect; on the % scale 0 is the no-effect control and ±100 the full control effect; nearly all actives have a fitted effect of over 55% in size
#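 Fluorescence dequenching readout, ex 525 nm/em 598 nm, kinetic mode: forked duplex DNA (100 nM final) with adjacent fluorophore and quencher unwound by WRN (20 nM final) with 2 mM ATP. Compound preincubation 15 min, room temperature.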
# IL2 activator: qHTS of IL-2 Activators; activation, % (series mostly up to about 46 µM); AID 652025, 2013; hit rate 0.065% among 360,000; IL-2 activation reporter assay, cell-based qHTS; stimulated with anti-CD3/CD4/CD28 beads; in transgenic mouse T cells; in the data active means activation above about 50%; inconclusive means mostly about 30% to 49%; further: 0% is about no effect
#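 Unstimulated transgenic mouse T cells preincubated 60 min with compound, then stimulated with anti-CD3/anti-CD4-coated beads plus anti-CD28 for 18 h at 37 degrees C. IL-2 response read as EGFP and DsRed fluorescence by plate cytometry.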
# GLP-1R inv ag: qHTS of GLP-1 Receptor Inverse Agonists (Inhibition Mode); Glucagon-like peptide 1 receptor (Homo sapiens), P43220; HEK293 GLP-1R CRE-luciferase, luminescence, 24 h; GLP-1R form is constitutively active; Potency, µM (highest dose often 38.3 µM), without a hit: top-dose activity change, negative = inhibition, actives largely listed as inhibitors; hit rate 1.6% among 410,000; further: potency means the concentration at half of the fitted maximal effect; on the % scale 0 is the no-effect control and ±100 the full control effect; nearly all actives have a fitted effect of over 55% in size
# Target sequence (P43220 whole entry, looked up): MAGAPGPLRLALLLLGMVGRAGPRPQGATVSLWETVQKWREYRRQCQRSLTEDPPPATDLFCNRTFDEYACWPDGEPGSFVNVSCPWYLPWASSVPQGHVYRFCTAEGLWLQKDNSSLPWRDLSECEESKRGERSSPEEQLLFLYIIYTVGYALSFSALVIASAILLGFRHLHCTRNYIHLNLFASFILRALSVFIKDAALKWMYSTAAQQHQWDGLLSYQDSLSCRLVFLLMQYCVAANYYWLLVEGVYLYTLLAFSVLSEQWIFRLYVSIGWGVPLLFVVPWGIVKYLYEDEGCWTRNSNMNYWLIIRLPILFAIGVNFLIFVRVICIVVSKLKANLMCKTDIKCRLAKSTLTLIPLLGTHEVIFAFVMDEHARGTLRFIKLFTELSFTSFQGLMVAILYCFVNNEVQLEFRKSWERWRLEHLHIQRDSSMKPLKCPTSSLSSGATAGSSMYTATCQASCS
#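 Seeding at 200 cells/uL, 12 h culture, 24 hr compound treatment, then luciferase reagent and a luminescence read; cells are HEK293 stably expressing a constitutively active GLP-1R plus cAMP-responsive luciferase.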
# GLP1R ag: qHTS of GLP-1 Receptor Agonists | Glucagon-like peptide 1 receptor (Homo sapiens), P43220 | HEK293 GLP-1R CRE-luciferase, luminescence, 4-6 h; cells express a hypersensitive GLP-1R form | Potency, µM (titrated, usually from 45.6 µM), inactives show at the highest dose activation, hits mostly activators | hit rate 0.007% among 380,000; further: potency means the concentration at half of the fitted maximal effect; % of control where 0% means no effect
# DRD3 agonist: qHTS of D3 Dopamine Receptor Agonist: qHTS; hit rate 0.58% among 410,000; max activation, %; AID 652048, 2013; D3R DiscoveRx beta-arrestin cells, luminescence, 90 min; in the data active means max activation above about 30%; further: 0% is about no effect; mostly tested at two doses, the higher about 12 µM
# Target sequence (P35462 whole entry, looked up): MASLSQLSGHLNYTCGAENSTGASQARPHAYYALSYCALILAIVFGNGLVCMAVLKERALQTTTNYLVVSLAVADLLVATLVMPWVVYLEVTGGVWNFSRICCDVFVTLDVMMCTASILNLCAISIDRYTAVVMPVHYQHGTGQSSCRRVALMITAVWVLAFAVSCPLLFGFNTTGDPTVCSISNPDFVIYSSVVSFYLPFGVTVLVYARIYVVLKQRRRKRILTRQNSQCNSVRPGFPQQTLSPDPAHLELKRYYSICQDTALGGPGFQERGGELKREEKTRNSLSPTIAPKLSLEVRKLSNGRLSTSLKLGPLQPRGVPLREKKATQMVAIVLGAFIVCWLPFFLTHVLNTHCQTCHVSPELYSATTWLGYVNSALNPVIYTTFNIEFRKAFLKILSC
#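 Cells at 1500/well, incubated overnight, then treated with pinned compounds (dopamine as control) for 90 min at 37 degrees C. DiscoveRx reagent added for 30 - 60 minutes at room temperature; luminescence read.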
# D3 antag: qHTS of D3 Dopamine Receptor Antagonist: qHTS | D3R cells, DiscoveRx beta-arrestin luminescence, antagonist mode; stronger effect = lower value | max response, negative = inhibition, % | hit rate 2.5% among 360,000 | AID 652054, 2013; in the data active means max response below about -50%; inconclusive means no clear call, values can overlap the other calls; further: on the % scale 0 is the no-effect control and ±100 the full control effect; mostly tested at two doses, the higher about 12 µM
#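 Cells expressing the human receptor were seeded at 1500 cells/well, incubated overnight at 37 degrees C in 5% CO2, then exposed to library compounds with dopamine controls for 90 minutes at 37 degrees C before luminescent detection.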
# PLK1 PBD inh: qHTS for Inhibitors of PLK1-PDB (polo-like kinase 1 - polo-box domain): Primary Screen. Serine/threonine-protein kinase PLK1 (Homo sapiens), P53350. Potency, µM, for the others: max response, negative = inhibition, usual class: inhibitors. Plk1 PBD binding of FITC phosphopeptide, fluorescence polarization. AID 720504, 2013. hit rate 2.8% among 360,000; further: potency means the concentration at half of the fitted maximal effect; series mostly up to about 57 µM; on the % scale 0 is the no-effect control and ±100 the full control effect; nearly all actives have a fitted effect of over 65% in size
# PI5P4Ka inh: qHTS for Inhibitors of phosphatidylinositol 5-phosphate 4-kinase (PI5P4K). PI5P4Kalpha enzyme, ADP-Glo luminescence, 60 min; stronger effect = lower value. max response, %. hit rate 1.2% among 330,000. AID 652105, 2013; active means max response of -50% or lower; inconclusive means between -30% and -50%; inactive means -30% or higher; further: value at the top dose of about 77 µM; on the % scale 0 is the no-effect control and ±100 the full control effect
#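 Luminescence from ADP-Glo served as readout of PI5P4Kalpha activity in a qHTS format. Reaction: enzyme, substrate, compound, ATP at 5 microM final, 60 min at RT.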
# GLP1R cytotox: qHTS of GLP-1 Receptor Inverse Agonists: Cytotox Screen; hit rate 0.13% among 410,000; Potency, µM (titrated, usually from 38.3 µM), without a hit: at the highest dose activity change, negative = inhibition, most hits filed as inhibitors; AID 624418, 2012; HEK293 cAMP-luciferase reporter cells, luminescence, 24 h;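 further: loss of luciferase light is scored as toxicity; potency means the concentration at half of the fitted maximal effect; on the % scale 0 is the no-effect control and ±100 the full control effect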
#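 A 23 nL compound transfer followed 12 hours of cell culture at 37 deg C; exposure then lasted 24 hr. Luciferase assay detection reagent was dispensed and plates read for luminescence after a 12 min room-temperature wait.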
# An asterisk follows results filed as active; ? = inconclusive; . = no result given; & = joins results of further samples; [ ] = dose if it differs, or a comment. Unless noted, the call rests on the fitted dose curve; in most records, active means well fitted curve in the direction sought with a large enough effect; inconclusive means small, poorly fitted or top-dose-only effect, or another doubt; inactive means no such curve, though single readings can be large; an effect the other way counts as inactive or inconclusive.
[1] COc1cc(C(=O)NCCc2ccc(F)cc2)c([N+](=O)[O-])cc1OC
[2] CC(=O)c1cccc(OCc2cc(C(=O)N(C)CCc3cnn(C)c3)no2)c1
[3] Cn1c(Oc2ccccc2NCc2cccc(Br)c2)cc(=O)n(C)c1=O
[4] Cc1nn(C)c(C)c1CS(=O)(=O)c1ccccc1
[5] O=C(Nc1nc2ccccc2[nH]1)c1ccccc1OC(F)F
[6] C[C@H](CO)N1C[C@H](C)[C@H](CN(C)Cc2ccc(C(=O)O)cc2)OCc2ccccc2-c2c(n(C)c3ccccc23)C1=O
[7] CCCCn1nnc(NC(=O)c2sc3cc(Cl)ccc3c2Cl)n1
[8] COc1cc(/C=C2/C(=O)N(C)C(=S)N2C)ccc1OCc1cccc(F)c1
assay / compound	1	2	3	4	5	6	7	8
WRN helicase inh	7%	-9%	-6%	-1%	-2%	1%	-23%	-5%
IL2 activator	-0.3	1.2	0.1	-1.5	-0.4	2.4	0.3	15
GLP-1R inv ag	0%	40%[activator]	?	5%	?	?	7%	14%
GLP1R ag	0%	1%	-2%	0%	0%	15%	0%	-2%
DRD3 agonist	4	-5	-5	-17	-8	-5	-2	-6
D3 antag	5	16	0	-8	-16	31	6	-8
PLK1 PBD inh	13µM*	-15%	-2%	-16%	-7%	?	-11%	4%
PI5P4Ka inh	-7	4	10	-3	-1	3	-5	7
GLP1R cytotox	-6%	8%	-10%	-9%	-1%	-13%	5%	14%

[9] Cc1nc(C)c(C(=O)N2CCCC(C(=O)c3ccc4ccccc4c3)C2)s1 (stereo unspecified)
[10] CCOc1ccc(S(=O)(=O)N2CCOCC2)cc1NC(=O)c1ccccc1F
[11] CCc1ccc(NC(=O)Cc2ccc(NC3=NC4CS(=O)(=O)CC4S3)cc2)cc1 (stereo unspecified)
[12] CCCN1CCN(CCCNC(=O)c2ccc(NC(=O)C3=C(C)OCCS3)cc2)CC1
[13] Cc1ccccc1NCc1cccn1-c1nnc(N2CCOCC2)s1
[14] O=C(CSC1=NS(=O)(=O)c2cc(Cl)ccc2N1)c1ccc(Cl)cc1
[15] CCCCNC(=O)COC(=O)c1ccc(Cl)c(S(N)(=O)=O)c1
[16] CCOc1ccc(Cl)cc1S(=O)(=O)N1CCC(C(=O)NCc2ccco2)CC1
assay / compound	9	10	11	12	13	14	15	16
WRN helicase inh	-2%	4%	-4%	6%	.	-3%	1%	0%
IL2 activator	-4.0	0.0	0.0	-0.2	.	-1.8	0.0	0.1
GLP-1R inv ag	?	15%	10%	-15%	-30%	1%	3%	1%
GLP1R ag	15%	-1%	-5%	-1%	-3%	8%	-7%	15%
DRD3 agonist	0	79*	1	-12	-2	10	2	-2
D3 antag	-3	-9	11	-9	.	7	-29	11
PLK1 PBD inh	-17%	-15%	0%	-11%	.	-6%	2%	1%
PI5P4Ka inh	0	-10	7	4	.	4	-12	-5
GLP1R cytotox	-22%	-5%	0%	-10%	-4%	-13%	-5%	-2%

# Reformatted: entries from further up
# Values run as follows: WRN helicase inh | IL2 activator | GLP-1R inv ag | GLP1R ag | DRD3 agonist | D3 antag | PLK1 PBD inh | PI5P4Ka inh | GLP1R cytotox
11) CCc1ccc(NC(=O)Cc2ccc(NC3=NC4CS(=O)(=O)CC4S3)cc2)cc1 (stereo unspecified)
→ -4% | 0.0 | 10% | -5% | 1 | 11 | 0% | 7 | 0%
12) CCCN1CCN(CCCNC(=O)c2ccc(NC(=O)C3=C(C)OCCS3)cc2)CC1
→ 6% | -0.2 | -15% | -1% | -12 | -9 | -11% | 4 | -10%

# Carrying on.
[17] COC(=O)C1CCN(c2cc(=O)n(Cc3ccc(F)cc3)c(=O)[nH]2)CC1
[18] COc1cc2c(C(=O)N3CCN(c4cccc(Cl)c4)CC3)cn(CC(C)C)c(=O)c2cc1OC
[19] CCC1(C)CC(=O)N(c2ccc(F)c(Cl)c2)C(=O)C1
[20] Cc1cccc(-n2ncc3c2CCCC3NC(=O)CCCN2CCCCC2=O)c1C (stereo unspecified)
[21] COc1ccc(CNC(=O)[C@@H](C)NC(=O)[C@@H]2Cc3ccccc3CN2)cc1
[22] COc1cc2c(cc1OC)CN(C(=O)CN1C(=O)NC3(CCC(C)CC3)C1=O)CC2 (stereo unspecified)
[23] Cc1ccc(NC(=O)CSc2ccccn2)cc1S(=O)(=O)N1CCOCC1
[24] O=C(O)CCCNS(=O)(=O)c1ccccc1
assay / compound	17	18	19	20	21	22	23	24
WRN helicase inh	-8%	-19%	6%	-4%	6%	6%	-11%	12%
IL2 activator	0.2	-0.4	-1.4	-1.1	0.1	-0.2	0.2	-2.1
GLP-1R inv ag	5%	?	1%	4%	1%	4%	13%	12%
GLP1R ag	0%	-1%	-5%	1%	-2%	-7%	13%	-2%
DRD3 agonist	-9	9	0	-4	1	-4	-8	-4
D3 antag	-21	-19	15	15	-3	-8	7	-5
PLK1 PBD inh	-7%	-9%	4%	-2%	-3%	-13%	?	-15%
PI5P4Ka inh	.	2	2	3	-7	1	-1	0
GLP1R cytotox	10%	?	-3%	-1%	-1%	2%	11%	-1%

[25] COc1ccc(-c2nnc(SCC(=O)N3c4ccccc4Sc4ccccc43)o2)cc1
[26] C/C(=N\NC(=O)CC(C)C)c1c(C(F)(F)F)[nH]n(-c2nc3ccccc3s2)c1=O
[27] COCCN(C(=O)COC(=O)c1ccccc1Cc1ccccc1)c1c(N)n(Cc2ccccc2)c(=O)[nH]c1=O
[28] Cc1cc(C)nc(NS(=O)(=O)c2ccc(NC(=O)c3ccc(S(=O)(=O)N(C)C)cc3)cc2)n1
[29] O=C(Oc1ccc2ccccc2c1)c1ccco1
[30] C=CCOc1ccc(CN(C)C(=O)CNC(=O)c2ccc(-c3ccccc3)cc2)cc1
[31] Cn1c(OCC2CCCO2)nc2cc(-c3ccccc3)sc2c1=O (stereo unspecified)
[32] O=C(COc1cccnc1[N+](=O)[O-])Nc1cc(S(=O)(=O)N2CCCCC2)ccc1Cl
assay / compound	25	26	27	28	29	30	31	32
WRN helicase inh	2%	5%	-7%	1%	4%	-3%	3%	-9%
IL2 activator	11	4.7	-1.2	1.2	-1.3	-1.3	-0.3	4.6
GLP-1R inv ag	-28%	-15%	-40%	14%	0%	?	20%	3%
GLP1R ag	-8%	-1%	-2%	-7%	-1%	8%	11%	-4%
DRD3 agonist	2	-13	-13	6	-6	26	7	0
D3 antag	8	-2	-6	1	-17	9	40	11
PLK1 PBD inh	1%	?	3%	-12%	-6%	-8%	-11%	-14%
PI5P4Ka inh	-2	?	3	6	4	-6	-1	10
GLP1R cytotox	-13%	-2%	-13%	-11%	11%	17%	10%	4%

[33] CC1CN(S(=O)(=O)c2cc(C(=O)NCCC3=CCCCC3)ccc2Cl)CC(C)O1 (stereo unspecified)
[34] Cc1sc(NC(=S)Nc2ccc(F)cc2)c(C(N)=O)c1C
[35] O=C(NCCCn1ccnc1)c1cc([N+](=O)[O-])cc([N+](=O)[O-])c1
[36] Cc1c(Cl)cccc1NC(=O)CSc1nnnn1C
[37] O=C(NCc1ccccn1)C1CCCN(S(=O)(=O)c2ccc(Br)cc2)C1 (stereo unspecified)
[38] O=S1(=O)CCC(NC(=S)NCCNC(=S)NC2CCS(=O)(=O)C2)C1 (stereo unspecified)
[39] O=S(=O)(c1cccs1)N1CN(Cc2ccccc2)c2nc3ccccc3nc21
[40] Cc1ccc(C)c(NC(=O)C2CCCC2)c1
assay / compound	33	34	35	36	37	38	39	40
WRN helicase inh	3%	3%[57.1 µM]	-1%	-2%	5%	-21%	-7%	-4%
IL2 activator	-1.8	-0.6	-0.2	1.6	-0.3	-0.3	0.2	0.1
GLP-1R inv ag	?	-3%	-15%	13%	-3%	5%	?	-10%
GLP1R ag	27%	0%	-2%	0%	-4%	-12%	0%	-1%
DRD3 agonist	1	-10	3	5	4	-1	-5	2
D3 antag	4	-24	20	-5	-16	9	?	-3
PLK1 PBD inh	2%	?	1%	1%	3%	-9%	-3%	-1%
PI5P4Ka inh	1	-8	0	1	-3	11	0	-3
GLP1R cytotox	-2%	-1%	1%	-6%	6%	2%	-1%	-5%

[41] CC(C)OCC(O)CCc1n[nH]c(=S)n1-c1ccccc1 (stereo unspecified)
[42] CCOCCCNC(=O)CN1C(=O)COc2ccc(S(=O)(=O)N3CCCC3)cc21
[43] CCC(C(=O)NC(C)(C)C)N(Cc1cccs1)C(=O)CNS(=O)(=O)c1ccccc1 (stereo unspecified)
[44] COc1ccc(C(=O)Nc2ccccc2N2CCOCC2)cc1S(=O)(=O)N1CCCC1
[45] CCOc1ccccc1NC(=O)c1cccnc1
[46] NNC(=S)Nc1cccc(Cl)c1
[47] CCCCn1c(N)c(N(CC(C)C)C(=O)CN(C)S(=O)(=O)c2ccc(C)cc2)c(=O)[nH]c1=O
[48] O=c1[nH]c(CN2CCCCC2)nc2ccccc12
assay / compound	41	42	43	44	45	46	47	48
WRN helicase inh	15%	-4%	-7%	-1%	-2%	-5%	-3%	-3%
IL2 activator	-0.4	-0.4	-4.0	1.4	0.4	0.7	0.0	-0.3
GLP-1R inv ag	16%	-22%&-9%	-5%	16%	1%	19%	-2%	0%
GLP1R ag	12%	7%&-2%	11%	0%	13%	9%	-11%	-11%
DRD3 agonist	-20	-5&1	6	2	-3	-1	2	0
D3 antag	4	11	7	-5	-14	10	19	11
PLK1 PBD inh	-13%	7%	-4%	4%	-8%	0%	6%	0%
PI5P4Ka inh	5	0	4	1	2	-23	-2	3
GLP1R cytotox	-7%	-6%&-12%	-7%	-6%	13%	1%	-9%	-5%
